Screening results deposited in PubChem BioAssay by several laboratories.
CHRM1 PAM – human M1 muscarinic receptor positive allosteric modulators, primary screen, CHO-K1 cells, Fluo-8 calcium fluorescence, 1536-well; Muscarinic acetylcholine receptor M1 (Homo sapiens), P11229; CHO-K1 hM1, ACh EC20; 0% = ACh EC20, 100% = maximal ACh; activation, % at 3 µM; hit rate 0.088% among 360,000; AID 588819, 2011; in the data active means activation above about 19%, passing the limit was not always enough
CHRM4 antagonist – human M4 muscarinic receptor antagonists, primary screen, CHO cells, Fluo-8 calcium fluorescence. inhibition, % at 3 µM. Muscarinic acetylcholine receptor M4 (Homo sapiens), P08173. CHO-hM4 cells, ACh EC80. hit rate 0.73% among 360,000;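 active means inhibition above its plate's cutoff, the mean inhibition of sample wells plus 3 SD, cut at about 27% in these data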;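 further: 0% = acetylcholine EC80 with DMSO and 100% = DMSO without agonist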
Target sequence (P08173 whole entry, looked up): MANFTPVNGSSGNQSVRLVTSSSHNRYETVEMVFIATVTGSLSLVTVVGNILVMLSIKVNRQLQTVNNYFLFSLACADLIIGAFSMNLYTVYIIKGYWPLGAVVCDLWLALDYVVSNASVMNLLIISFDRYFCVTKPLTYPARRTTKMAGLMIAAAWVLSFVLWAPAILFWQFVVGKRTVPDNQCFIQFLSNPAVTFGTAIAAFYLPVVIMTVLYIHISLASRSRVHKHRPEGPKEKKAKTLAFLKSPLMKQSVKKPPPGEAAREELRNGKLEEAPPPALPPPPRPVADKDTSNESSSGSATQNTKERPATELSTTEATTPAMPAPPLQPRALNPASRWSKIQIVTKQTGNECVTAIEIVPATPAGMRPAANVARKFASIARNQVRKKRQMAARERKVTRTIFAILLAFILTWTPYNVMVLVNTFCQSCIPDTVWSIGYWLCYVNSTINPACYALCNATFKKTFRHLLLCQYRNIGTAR
CRFR2-BP antag – antagonists of CRF-BP/CRF-R2 complex, primary screen, cell-based, HEK293, calcium dye fluorescence, uHTS; inhibition, % at 11.8 µM; CRF-induced calcium fluorescence; hit rate 0.59% among 350,000; AID 588475, 2011;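 active means inhibition of the ligand-induced calcium signal above about 50% at the single tested concentration, limit read from the data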
CHRM5 PAM – human M5 muscarinic receptor positive allosteric modulators, primary screen, CHO-K1 cells, Fluo-8 calcium fluorescence; activation, % at 3 µM; hit rate 0.3% among 360,000; CHO-K1 hM5, ACh EC20 PAM; 0% = ACh EC20, 100% = ACh EC100; AID 624038, 2012;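 active means activation above the run cutoff, the mean activation of all test compounds plus 3 SD, cut at about 18% in these data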
Target sequence (P08912 whole entry, looked up): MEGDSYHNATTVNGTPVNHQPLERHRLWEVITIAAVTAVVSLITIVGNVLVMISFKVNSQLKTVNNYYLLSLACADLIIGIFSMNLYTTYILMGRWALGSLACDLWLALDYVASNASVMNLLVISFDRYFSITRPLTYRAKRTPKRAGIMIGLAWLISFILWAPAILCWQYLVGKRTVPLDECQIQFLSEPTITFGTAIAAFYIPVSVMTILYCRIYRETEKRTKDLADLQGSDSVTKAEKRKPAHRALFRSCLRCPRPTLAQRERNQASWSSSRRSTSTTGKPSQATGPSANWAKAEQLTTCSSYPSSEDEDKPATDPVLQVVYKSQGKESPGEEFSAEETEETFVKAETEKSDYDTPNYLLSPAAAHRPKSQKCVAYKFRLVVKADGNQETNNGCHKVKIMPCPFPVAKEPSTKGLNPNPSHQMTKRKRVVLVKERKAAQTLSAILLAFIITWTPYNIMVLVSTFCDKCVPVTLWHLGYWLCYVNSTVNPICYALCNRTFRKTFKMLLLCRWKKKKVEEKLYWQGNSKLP
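Measured by: Fluo-8 calcium fluorescence; material: human M5 receptor in CHO-K1 cells; schedule: Post-acetylcholine fluorescence recording 140 s; benchmarks: low control EC20 acetylcholine (0%), high control EC100 acetylcholine (100%); read-out: Max/basal fluorescence ratio as % of EC20–EC100 ACh window; compound: single dose, 3 µM nominal final test concentration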
M4 ag – human M4 muscarinic receptor agonists, primary screen, CHO-K1 cells, Fluo-8 calcium fluorescence. Muscarinic acetylcholine receptor M4 (Homo sapiens), P08173. CHO-K1 hM4/Gqi5; vehicle 0%, full acetylcholine response 100%. activation, % at 3 µM. hit rate 0.14% among 360,000. AID 624127, 2012;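 active means activation above the run mean over all test wells plus 3 SD, cut at about 32% in these data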;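 further: peak over basal fluorescence ratio per well then scaled between controls; 0% = DMSO wells and 100% = acetylcholine at EC100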
M4 PAM – human M4 muscarinic receptor positive allosteric modulators, primary screen, CHO-K1 cells, Fluo-8 calcium fluorescence; CHO-K1 hM4/Gqi5, ACh EC20; 0% = ACh EC20, 100% = maximal ACh; activation, % at 3 µM; hit rate 0.4% among 360,000; AID 624126, 2012;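 active means activation above its plate's cutoff, the mean activation of sample wells plus 3 SD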; further: some results filed as inactive read as strong as hits
CHRM5 agonist – human M5 muscarinic receptor agonists, primary screen, CHO-K1 cells, Fluo-8 calcium fluorescence | hit rate 0.19% among 360,000 | Muscarinic acetylcholine receptor M5 (Homo sapiens), P08912 | CHO-K1 hM5 cells; 0% DMSO wells, 100% maximal acetylcholine response | activation, % at 3 µM;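 active means activation above the run's mean over test compounds plus 3 SD, cut at about 23% in these data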;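 further: signal is peak over basal fluorescence ratio across the kinetic read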
CRFR2-BP ag – agonists of CRF-BP/CRF-R2 complex, primary screen, cell-based, HEK293, calcium dye fluorescence, uHTS; hit rate 0.46% among 350,000; AID 588473, 2011; calcium dye fluorescence (FLIPR); percent of saturating CRF peptide response; activation, % at 13.2 µM;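 active means activation of at least 50%, plus an integration ratio under a set limit after plate pattern correction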;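 further: plate controls were neutral control wells without compound for no effect and CRF at EC100 for full effect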
CHRM5 antagonist – human M5 muscarinic receptor antagonists, primary screen, CHO cells, Fluo-8 calcium fluorescence. hit rate 0.59% among 360,000. Muscarinic acetylcholine receptor M5 (Homo sapiens), P08912. AID 624040, 2012. CHO-hM5 cells, ACh EC80. inhibition, % at 3 µM;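 active means inhibition above a per-plate cutoff, the mean of that plate's test compounds plus 3 SD, cut at about 27% in these data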;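 further: 0% = acetylcholine EC80 with DMSO and 100% = DMSO without agonist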
Starred values were filed as active, the others as inactive; x = not tested or not shown.

SMILES	CHRM1 PAM	CHRM4 antagonist	CRFR2-BP antag	CHRM5 PAM	M4 ag	M4 PAM	CHRM5 agonist	CRFR2-BP ag	CHRM5 antagonist
CSc1nc2sccc2c(=O)[nH]1	3	-3	-15	4	0	-2	-1	0.3	-8
Oc1cccc(C(=S)N2CCCCC2)c1	9	10	-2	0	1	-3	-3	-0.9	-1
Cc1nnc(C)n1/N=C/c1ccc2c(c1)OCCO2	7	-1	-12	-7	0	4	1	3.6	13
CCOc1ccc(CCNC(=O)CCCn2nc(C)c3c(C)n(-c4ccccc4)nc3c2=O)cc1	7	-1	3	1	2	-2	-3	-1.1	-1
Cc1c(Cl)cccc1NS(=O)(=O)c1cn(C)c(=O)n(C)c1=O	-6	-3	7	0	1	5	0	-3.7	3
O=C(NNS(=O)(=O)c1ccc(F)cc1)c1sccc1-n1cccc1	4	-3	-6	1	2	2	-2	-2.6	-9
COC(=O)C1C(=O)C2=C(CC1C)NC(=O)CC2c1ccc(F)cc1 (configuration not stated)	12	2	0	2	1	1	3	-0.2	10
CCOc1cc(/C=C2\SC(=S)N(N3CCOCC3)C2=O)ccc1O	2	4	-1	-1	0	-6	-1	4.0	7
CCCCCCN1CCN(C2CN(Cc3cn(Cc4ccccc4)nn3)S(=O)(=O)C2)CC1 (configuration not stated)	x	-8	x	4	0	0	-7	x	-5
CCn1c(SCc2cccnc2)nnc1-c1c[nH]c2ccccc12	1	-1	1	-7	2	-6	4	0.4	2
CC(Sc1ncccn1)C(=O)Nc1ccc2c(c1)OCCO2 (configuration not stated)	8	11	-6	8	-1	-4	-2	-0.3	1
COc1cccc(NC(=O)CN(C)C(=O)c2sc3cc(Cl)ccc3c2Cl)c1	1	-7	-1	-9	7	-6	4	-0.2	-3
Cc1cc(C)n(CC(=O)NNC(=O)C2CC(=O)N(Cc3ccccc3Cl)C2)n1 (configuration not stated)	8	0	-13	0	1	5	-3	0.5	-5
C#CCOCCOCCOCCNc1nc(N2CCOCC2)nc(N2CCN(C(=O)[C@H](CCC(=O)O)n3cc(C(N)[C@H](C)CC)nn3)CC2)n1 (some centres not stated)	0	1	8	5	2	10	4	-0.1	2
CCN1CCSc2ccc(C(=O)NCc3ccccc3Br)cc21	4	-4	-16	-9	1	2	-5	14	-2
COCCNC(=O)C(c1ccc(C)o1)N(CC1CCCO1)C(=O)Cn1nnc2ccccc21 (configuration not stated)	7	-1	-6	-7	0	2	-7	-0.6	0
CNC(=O)COC(=O)c1cc(NC(=O)c2ccco2)c(OC)c(OC)c1	1	2	2	2	1	1	0	-0.5	1
COc1ccc(Cl)cc1N=Cc1c(O)c2ccccc2oc1=O	7	-6	-10	-4	0	-3	-2	1.5	12
COc1ccc(C(=O)Nc2cc(C(C)=O)c(/C=C/N(C)C)oc2=O)cc1	-5	-1	-178	-3	1	-3	3	155*	3
CCC(C)c1ccc(OCCn2ccnc2)cc1 (configuration not stated)	-7	9	25	-7	2	-10	-4	-2.1	2

Among those listed so far, these have a thiophene ring, fused or not:
SMILES	CHRM1 PAM	CHRM4 antagonist	CRFR2-BP antag	CHRM5 PAM	M4 ag	M4 PAM	CHRM5 agonist	CRFR2-BP ag	CHRM5 antagonist
CSc1nc2sccc2c(=O)[nH]1	3	-3	-15	4	0	-2	-1	0.3	-8
O=C(NNS(=O)(=O)c1ccc(F)cc1)c1sccc1-n1cccc1	4	-3	-6	1	2	2	-2	-2.6	-9
COc1cccc(NC(=O)CN(C)C(=O)c2sc3cc(Cl)ccc3c2Cl)c1	1	-7	-1	-9	7	-6	4	-0.2	-3

Further records.
SMILES	CHRM1 PAM	CHRM4 antagonist	CRFR2-BP antag	CHRM5 PAM	M4 ag	M4 PAM	CHRM5 agonist	CRFR2-BP ag	CHRM5 antagonist
CC1Nc2ccccc2C(=O)N1NS(=O)(=O)c1ccccc1 (configuration not stated)	2	2	-28	-5	0	-4	0	0.0	8
CCOC(=O)c1c(S(=O)(=O)N(C)C2CCCCC2)c(C)n(C)c1C	2	6	-13	-3	0	1	-4	-1.2	4
CCOC(=O)CCCNS(=O)(=O)c1c(C)ccc2nsnc12	6	6	15	4	0	-1	-2	-4.3	-5
Cc1nc(SCC(=O)Nc2cc(C)on2)c2c(=O)n(C)c(=O)n(C)c2n1	0	4	6	0	1	1	2	-3.2	-2
Cc1ccc(S(=O)(=O)N(C)C[C@@H]2OCc3cnnn3CCCC(=O)N([C@@H](C)CO)C[C@H]2C)cc1	17	-10	31	4	0	11	0	0.5	-5
COc1ccccc1CNC(=O)CCNC(=O)C1CCN(S(=O)(=O)c2ccccc2)CC1	1	5	3	-1	0	2	-2	0.1	8
Clc1ccc(CN(CC2CCCO2)C(c2cccs2)c2nnnn2C2CCCC2)cc1 (configuration not stated)	0	-13	-19	-5	-1	-2	-4	5.8	3
Nc1c(-c2ccccc2)c(CSc2nc3ccccc3[nH]2)nn1-c1cccc(Cl)c1	7	-9	-3	-1	2	0	-6	-2.0	4
Cc1cccc(Nc2cc(=O)[nH]c(=O)[nH]2)c1	7	3	27	1	1	9	0	-1.8	5
Cc1c(C(=O)N/N=C/c2cccnc2)sc(=S)n1C	-4	4	28	-9	2	-4	-2	-1.2	2
COc1cccc(-n2c(Cc3cc(=O)[nH]c(=O)[nH]3)nnc2SCC(=O)N2CCCCC2)c1	-3	-7	0	-6	1	-4	0	-0.3	1
CCCC(=O)Nc1ccc2c(c1)COC2=O	-4	-5	5	5	2	4	1	-1.1	0
O=C1CCC[C@@H]2Cc3nc4cc5c(cc4cc3[C@@H]3CCN1[C@H]23)OCO5	6	2	-3	8	1	5	1	-0.8	0
CCN(CC(=O)Nc1ccc(NC(C)=O)cc1)C(=O)/C=C/c1ccc(C)o1	9	-10	10	4	1	6	0	-0.9	4
Cc1ccc(OCC2Cn3c(nc4c3c(=O)[nH]c(=O)n4C)O2)cc1C (configuration not stated)	-4	5	-46	-1	3	-6	2	1.6	7
CCOCCOC(NC(=O)c1ccccc1)(C(F)(F)F)C(F)(F)F	7	-7	10	2	1	5	2	-1.3	-7
Cc1ccc(S(=O)(=O)Cc2c(C)noc2C)cc1	10	6	-6	10	1	6	-1	-2.1	-6
CCOC(=O)c1sc2nc(CC(=O)OC)nc(NCc3ccc(Cl)cc3)c2c1C	8	-11	-21	-4	2	8	2	9.7	-1
COc1ccc(-c2c(C#Cc3ccccc3)c3ccccc3n2C)cc1	3	-1	0	1	1	-4	-3	0.6	4
O=c1[nH]c(C2CCN(S(=O)(=O)c3ccc4c(c3)OCCO4)CC2)nc2c1nnn2Cc1c(F)cccc1Cl	6	-3	7	6	2	-16	-4	-1.2	0
CCOC(=O)c1c(C)[nH]c(C(=O)NCCc2ccc(OC)c(OC)c2)c1C	-1	-4	-4	-6	5	3	0	-0.9	12
COc1ccccc1CNc1nc(Nc2ccc(C)cc2C)c2sccc2n1	-14	18	x	-12	7	-8	1	x	15
O=[N+]([O-])c1ccc(NS(=O)(=O)c2cccc3cccnc23)cc1	3	-3	3	-3	3	-1	4	0.4	-4
Cc1ccc(CNC(=O)CN(C)S(=O)(=O)c2cccc3nsnc23)cc1	2	0	4	-2	4	0	-4	3.1	9
CCOC(=O)N1CCN(C(=O)C2CCCN(S(=O)(=O)c3cccnc3)C2)CC1 (configuration not stated)	11	-6	16	0	-1	5	2	-0.5	-3
O=C(Cn1nnc(-c2ccccc2)n1)N=Nc1c(O)[nH]c2ccccc12	11	2	-37	8	1	8	-1	-0.5	-11
Cc1ccc(/C=C/c2nnc(-c3ccc(C)cc3)o2)cc1	-10	0	5	-6	0	-2	1	-0.6	2
O=C(NC1CCCCCCC1)c1ccc(Br)cc1	19	7	4	-2	-2	1	-1	-4.1	5
COCCCNc1nc(N)c([N+](=O)[O-])c(Nc2cc(OC)ccc2OC)n1	13	-17	-39	8	11	2	36*	-1.2	5
COc1ccccc1-c1nc(-c2ccc(Br)o2)no1	3	-21	0	2	3	0	-4	4.7	-3
O=C(NNC(=O)C(O)(c1ccccc1)c1ccccc1)C1CC1	6	3	-3	0	1	3	0	-0.5	7
O=C(NCc1ccco1)C1CC(=O)N(c2cccc(Cl)c2)C1 (configuration not stated)	4	-5	-4	-1	3	-2	-3	0.7	1
CN1CCCN(C2C3CC4CC(C3)CC2C4)CC1 (configuration not stated)	-6	1	12	-2	0	-8	-5	-0.5	2
CCC1(C)Cc2ccccc2-c2nc(NCCCO)n(C)c(=O)c21 (configuration not stated)	-3	5	-8	-4	5	-8	3	-0.8	9
NC(=S)Nc1ccc2cc[nH]c2c1	8	-12	12	3	0	13	-2	0.0	-4
O=C(NCc1ccccc1)C1=C[C@@H](c2ccc(C(F)(F)F)cc2)C[C@@H](OCc2ccc(CO)cc2)O1	8	9	-9	-2	5	-2	-3	3.2	20
CCOC(=O)[C@]12CCCC=C1N(Cc1ccc3c(c1)OCO3)C(=O)[C@H](CC(=O)N1CCCCC1)C2	x	3	x	-9	4	-1	3	x	13
COC(=O)c1c(NC(NC(=O)C(C)(C)C)C(Cl)(Cl)Cl)sc2c1CCC2 (configuration not stated)	3	9	-7	-11	-3	-9	-8	0.3	-2
CCOc1ccccc1C(=O)N/N=C/c1ccoc1	3	2	-10	4	1	0	-4	-2.4	-2
CCOC(=O)N1CCN(C(=O)c2cccn3c(=O)c4cc(Br)ccc4nc23)CC1	5	0	4	3	2	-1	0	-0.2	0
COc1cccc(CNC(=O)COC(=O)CN2C(=O)NC3(CCCCC3C)C2=O)c1 (configuration not stated)	9	3	4	3	0	2	-1	0.1	-3
Cc1ccccc1Cn1c(=O)c2c(nc3n2CCN3Cc2ccco2)n(C)c1=O	11	8	-8	-2	1	26	-5	-0.7	8
O=C(c1ccco1)N1CCN(C(=O)c2cc(-c3ccccc3F)no2)CC1	6	1	-1	-2	5	1	-4	-1.3	3
NS(=O)(=O)c1ccc(CCNC(=O)C(=O)c2cn(CC(=O)N3CCOCC3)c3ccccc23)cc1	2	5	8	-8	1	-4	-3	0.0	12
O=C1C(=O)c2cccnc2-c2ncccc21	9	19	x	4	5	3	10	x	22
CCCCCn1c(SCC(=O)OCC)nc2cc(C(=O)N3CCC(C(N)=O)CC3)ccc2c1=O	1	-17	-36	-1	2	-2	-5	-2.2	-8
COc1ccccc1C1C(C(C)=O)=C(O)C(=O)N1c1ccc(O)cc1 (configuration not stated)	11	-11	4	3	1	2	-4	1.3	4
CCOc1ccc(CCNC(=O)CN2C(=O)c3cccnc3Oc3ccc(C)cc32)cc1OCC	-6	4	15	-11	7	-9	1	-4.0	13
Cc1nc(=S)c2ccccc2[nH]1	10	9	-3	9	0	6	3	-1.6	-5

Complete entries as entered above. Order of values: CHRM1 PAM | CHRM4 antagonist | CRFR2-BP antag | CHRM5 PAM | M4 ag | M4 PAM | CHRM5 agonist | CRFR2-BP ag | CHRM5 antagonist
Cc1ccccc1Cn1c(=O)c2c(nc3n2CCN3Cc2ccco2)n(C)c1=O across the screens: 11 | 8 | -8 | -2 | 1 | 26 | -5 | -0.7 | 8
COc1ccccc1C1C(C(C)=O)=C(O)C(=O)N1c1ccc(O)cc1 (configuration not stated) across the screens: 11 | -11 | 4 | 3 | 1 | 2 | -4 | 1.3 | 4
